FXIIa mix inh: inhibitors of human coagulation factor XIIa, pooled mixtures; P00748; purified FXIIa, fluorogenic substrate; inhibition, % at 5 µM; 62,000 compounds, 0.2% hits;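 further: 0% = enzyme without compound and 100% = no enzyme blank; some results filed as inactive read as strong as hits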
CatG inh: cathepsin G (human) inhibition. purified enzyme, AMC-tetrapeptide fluorescence, pooled mixtures. 62,000 compounds, 0.2% hits. P08311. AID 581. inhibition, % at 5 µM (by protocol);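 active means inhibition above 20% in each of the two mixture wells holding the compound; inactive means inhibition of 20% or less in either well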;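 further: 0% = enzyme control without mixture and 100% = blank lacking enzyme; strong numbers were not always called active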
Hsp90 block: displaces geldanamycin probe from tumor Hsp90. NCI-N417 lysate Hsp90, Cy3B-geldanamycin FP displacement. inhibition, % at 30 µM. 64,000 compounds, 0.35% hits;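 active means inhibition above 50%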;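 further: 0% = tracer plus lysate wells and 100% = tracer alone without lysate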
FXIa mix inh: factor XIa (human) inhibition, mixture screen; P03951; purified FXIa, fluorogenic substrate, pooled mixtures; inhibition, % at 5 µM; 62,000 compounds, 0.19% hits; AID 680;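 further: each value is inhibition by a whole ten-compound pool holding the compound; 0% = enzyme with no mixture and 100% = wells lacking enzyme; strong numbers were not always called active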
Target sequence (P03951 19-387 limits assumed): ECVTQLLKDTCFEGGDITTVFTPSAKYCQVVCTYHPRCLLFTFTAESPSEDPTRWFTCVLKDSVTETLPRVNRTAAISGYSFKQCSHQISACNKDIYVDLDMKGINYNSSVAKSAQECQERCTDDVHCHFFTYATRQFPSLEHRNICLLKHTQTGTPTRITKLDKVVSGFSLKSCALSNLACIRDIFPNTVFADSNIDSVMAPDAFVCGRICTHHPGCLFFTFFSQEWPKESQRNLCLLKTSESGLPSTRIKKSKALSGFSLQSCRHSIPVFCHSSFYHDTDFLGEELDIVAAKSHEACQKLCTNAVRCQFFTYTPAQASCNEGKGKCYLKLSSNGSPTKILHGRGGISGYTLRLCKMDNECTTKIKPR
Target sequence (P03951 388-625 limits assumed): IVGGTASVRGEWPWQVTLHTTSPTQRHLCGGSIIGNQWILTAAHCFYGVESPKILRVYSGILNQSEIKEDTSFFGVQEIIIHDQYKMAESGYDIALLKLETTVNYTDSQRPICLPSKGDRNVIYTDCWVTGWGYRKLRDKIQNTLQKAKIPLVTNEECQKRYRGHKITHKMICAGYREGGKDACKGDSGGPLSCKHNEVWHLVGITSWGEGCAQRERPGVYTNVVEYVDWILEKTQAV
C1s block: blocks human complement C1s protease activity; P09871; purified C1s, fluorogenic AMC substrate, pooled mixtures; mean inhibition % of two 10-compound mixtures (hits give high values), % at 5 µM (by protocol); 62,000 compounds, 0.16% hits;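 active means inhibition above 20% in each of the two 10-compound mixture wells holding the compound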;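 further: 0% = enzyme wells lacking compound mixture and 100% = no-enzyme blank wells; some compounds called inactive have numbers as strong as hits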
5HT1a ag: 5-HT1a (human) receptor agonism | activation, % at 10 µM | CHO 5-HT1a Ga15 NFAT-bla reporter, FRET ratio; 0% basal, 100% maximal reference agonist | 65,000 compounds, 0.56% hits | P08908;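 active means activation above the screen-wide mean activation plus 3 SD, cut at about 19% in these data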;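 further: 0% = DMSO wells and 100% = 5-CT at EC100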
Target sequence (P08908 whole entry, looked up): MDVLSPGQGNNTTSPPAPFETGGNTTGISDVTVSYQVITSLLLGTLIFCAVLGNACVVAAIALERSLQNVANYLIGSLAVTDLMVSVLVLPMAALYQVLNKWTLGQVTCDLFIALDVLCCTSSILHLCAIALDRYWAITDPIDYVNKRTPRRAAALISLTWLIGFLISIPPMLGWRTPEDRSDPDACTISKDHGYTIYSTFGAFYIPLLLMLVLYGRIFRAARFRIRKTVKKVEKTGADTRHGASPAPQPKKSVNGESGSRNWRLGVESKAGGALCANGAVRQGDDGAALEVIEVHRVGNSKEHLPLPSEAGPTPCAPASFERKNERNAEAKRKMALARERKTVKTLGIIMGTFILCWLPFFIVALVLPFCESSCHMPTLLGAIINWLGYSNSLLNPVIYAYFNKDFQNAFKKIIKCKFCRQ
MKP-1 inh: human dual specificity phosphatase 1 inhibition | P28562 | recombinant MKP-1, OMFP hydrolysis fluorescence | inhibition, %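 (compounds tested at a single concentration somewhere between 10 and 100 µM)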 | 65,000 compounds, 0.15% hits | AID 374;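 active means inhibition above about 50%, limit read from the data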;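 further: 0% = DMSO max control wells and 100% = wells with enzyme stopped by NaOH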
Cdc25B block: human M-phase inducer phosphatase 2 inhibition. P30305. recombinant Cdc25B, OMFP fluorescence Ex485/Em525. inhibition, %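 (compounds tested at 10 µM final in the well)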. 65,000 compounds, 0.1% hits. AID 368; in the data active means inhibition above about 50%
CatL inh: blocks human cathepsin L protease activity | inhibition, %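 (tested at 10 µM)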 | AID 460 | P07711 | purified cathepsin L, fluorogenic substrate, fluorescence | 58,000 compounds, 0.17% hits; in the data active means inhibition above about 45%;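 further: 0% = enzyme with no compound and 100% = no enzyme blank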
The depositor's hits bear a star; nt = not tested or not shown. Unless noted, no stated cut-off is given here; in the data, active means inhibition above about 20% (passing the limit was not always enough); inactive means the rest. Compounds were not picked by outcome; 1.6% or so of the library scored in one or more.

Second line of a record: FXIIa mix inh	CatG inh	Hsp90 block	FXIa mix inh	C1s block	5HT1a ag	MKP-1 inh	Cdc25B block	CatL inh
> COCCNCCOCCOc1cccc(OC)c1
    -15.8	-2.9	-2.2	3.3	-0.6	-0.4	-0.8	8.2	nt
> O=C(c1ccco1)N1CCN(S(=O)(=O)c2ccc(Br)s2)CC1
    -0.7	11.5	-3.8	7.9	13.4	-3.1	-3.2	-9.2	17.8
> CCOC(=O)c1c(C)c(C(=O)NCc2ccccn2)c(C)n1C
    3.7	2.7	2.3	22.9	-1.3	-3.2	1.1	-5.3	-0.7
> Cc1ccc(CNC(=O)C2CCCN(S(=O)(=O)c3cccnc3)C2)cc1 (configuration not stated)
    4.7	-9.5	-0.6	-7.6	-26.8	-1.0	3.6	0.6	0.2
> c1ccc(Cn2nnc3c(N4CCc5ccccc54)ncnc32)cc1
    7.0	9.4	-1.9	2.1	-0.8	-0.6	0.0	-10.5	-66.5
> Cc1cc(=O)[nH]c(COc2ccccc2)n1
    nt	nt	-0.7	nt	nt	2.3	-30.2	-21.5	4.2
> CC1(C)O[C@@H]2C[C@H]3[C@@H]4CCC5=CC(=O)C=C[C@]5(C)[C@@]4(F)[C@@H](O)C[C@]3(C)[C@]2(C(=O)CO)O1
    9.1	-16.5	1.8	1.0	-18.9	0.3	-8.4	-8.7	13.6
> O=C(CSCc1cnn(-c2ccccc2)c1-n1cccc1)NCCN1CCOCC1
    -2.2	7.5	-2.1	-10.6	-5.9	0.3	10.3	-2.1	-8.7
> N#Cc1cn(CCOc2ccccc2F)c2ccccc12
    5.3	-19.1	-16.6	-10.2	-56.2	-2.8	3.3	-18.9	-0.2
> COCCNC(=O)C(c1ccc(C)o1)N(Cc1ccccc1)C(=O)Cn1nnc2ccccc21 (configuration not stated)
    5.8	2.8	-3.9	0.3	-0.4	-0.4	32.1	13.9	12.9
> Cc1cc(=O)c2cc(Cl)ccc2[nH]1
    -0.5	-0.3	-5.1	9.2	-1.2	-4.1	11.7	-6.5	3.2
> COc1ccc(CNc2nc(SCC(=O)NCc3ccco3)nc3ccccc23)cc1
    -19.1	-0.7	-2.9	0.8	2.5	-0.5	-9.1	-11.7	-1.8
> CC(CS(=O)(=O)c1cccc2cccnc12)N1CCCCC1 (configuration not stated)
    7.0	-4.2	0.8	3.9	-1.9	0.0	-1.9	-6.1	1.4
> Cc1cc(C)nc(SC(C)C(=O)O)n1 (configuration not stated)
    -1.0	-2.2	2.2	10.1	-8.2	-0.8	0.6	-1.3	nt
> Cc1ccc2nc(NC(=O)C3CCCN(S(=O)(=O)c4cccc5nonc45)C3)sc2c1 (configuration not stated)
    0.2	1.5	-11.4	6.6	-3.9	-0.7	16.1	4.9	2.4
> COC(=O)c1ccccc1NC(=O)Cn1cnc2ccc(S(=O)(=O)N3CCC(C)CC3)cc2c1=O
    3.3	-5.8	-2.8	-12.0	-51.5	-4.6	31.7	2.8	5.8
> CC(=O)Nc1ccc(S(=O)(=O)/N=C2\SCCN2S(=O)(=O)c2ccc(NC(C)=O)cc2)cc1
    2.8	9.6	-3.4	0.8	12.6	73.0*	-4.3	-3.2	78.7*
> CCCCn1nnnc1SCC(=O)Nc1ccc(C)cc1
    2.7	10.4	2.6	12.6	13.7	-0.4	2.2	12.0	26.4
> CC(=O)OC(/C(O)=C(\C#N)c1nc2ccccc2[nH]1)c1ccccc1 (configuration not stated)
    -2.8	11.5	-1.5	4.9	17.6	2.0	13.3	-10.3	7.4
> CC(=O)c1ccc(NC(=O)CSC(C)C)cc1
    3.0	1.1	-5.4	6.8	-3.0	-2.1	6.7	-6.9	-7.0
> COc1cc(-c2nnc3sc(-c4ccccn4)nn23)cc(OC)c1OC
    -7.2	-0.4	-6.1	8.4	-4.0	1.4	-16.8	3.3	15.9
> Nc1c(C(=O)c2ccccc2)oc2ccc(Br)cc12
    -2.4	10.7	-0.7	6.1	-5.1	10.4	3.4	5.1	6.4
> O=C(O)CC(NCc1ccco1)C(=O)OCCc1ccccc1 (configuration not stated)
    nt	nt	-3.2	nt	nt	-1.1	-19.6	-31.2	0.6
> Cc1ccc(C(c2sc3nc(C)nn3c2O)N2CCN(c3ccc(F)cc3)CC2)cc1 (configuration not stated)
    3.3	10.6	2.4	8.4	28.5	0.1	30.9	1.5	8.7
> CCOC(=O)c1ccc(NC(=O)CCc2nc(-c3ccccc3)no2)cc1
    -12.6	2.9	1.7	6.2	-0.5	0.8	17.9	3.6	10.3
> O=C(O)C1Cc2ccccc2CN1C(=O)c1ccccc1 (configuration not stated)
    nt	nt	-1.4	nt	nt	0.1	5.7	-1.1	nt
> Cc1onc(-c2ccccc2Cl)c1C(=O)Nc1ccc(-n2nncc2C(C)(C)C)cc1
    3.2	-4.4	-2.5	5.8	-42.6	-0.1	2.2	65.8*	1.4
> O=C(Nc1ccc(-c2noc(CCc3ccccc3)n2)cc1)c1ccco1
    0.4	-0.7	-6.8	-0.9	3.0	-3.9	1.7	1.2	-2.9
> COC(=O)c1ccc(Cl)c(NC(=O)NC2CCCCC2)c1
    4.0	14.4	1.1	8.3	14.6	0.1	8.0	-9.9	2.3
> Cn1cccc1Cc1nnc(SCC(=O)N2CCCc3ccccc32)n1-c1ccc(F)cc1
    -5.8	7.1	0.1	-3.7	2.8	0.4	3.3	-10.1	9.6

Of the compounds above, these contain a cyano group.
Second line of a record: FXIIa mix inh	CatG inh	Hsp90 block	FXIa mix inh	C1s block	5HT1a ag	MKP-1 inh	Cdc25B block	CatL inh
> N#Cc1cn(CCOc2ccccc2F)c2ccccc12
    5.3	-19.1	-16.6	-10.2	-56.2	-2.8	3.3	-18.9	-0.2
> CC(=O)OC(/C(O)=C(\C#N)c1nc2ccccc2[nH]1)c1ccccc1 (configuration not stated)
    -2.8	11.5	-1.5	4.9	17.6	2.0	13.3	-10.3	7.4

Next section
Second line of a record: FXIIa mix inh	CatG inh	Hsp90 block	FXIa mix inh	C1s block	5HT1a ag	MKP-1 inh	Cdc25B block	CatL inh
> CCC(C)C(NCc1cccc(C)c1)C(=O)O (configuration not stated)
    1.4	2.9	1.0	16.2	6.5	0.8	7.1	2.0	-2.5
> CC(C)CN(CC(C)C)S(=O)(=O)N1CCC(C(=O)NCc2cccs2)CC1
    3.0	4.2	2.0	-4.7	3.8	-0.6	-2.8	-11.1	18.8
> Cc1onc(-c2ccccc2)c1C(=O)Nc1nc(-c2cc(F)ccc2F)cs1
    2.4	0.3	-2.7	3.9	7.4	0.5	-3.4	-3.8	nt
> CC1CCCN(c2nc3ccccc3nc2C(C#N)S(=O)(=O)c2ccccc2)C1 (configuration not stated)
    -9.9	8.9	nt	7.4	5.2	-0.2	6.7	-11.6	-6.6
> CC(C)OC(=O)CN1CCN(C2c3ccccc3-c3ccccc32)CC1
    -11.5	11.2	-0.8	10.7	15.7	-2.8	-2.2	-0.5	4.2
> O=C(CSc1ncnc2c1oc1ccccc12)Nc1cccc(C(F)(F)F)c1
    1.7	6.4	-2.8	3.2	-11.8	3.5	-4.5	-27.0	1.4
> COc1ccc(CCNC(=O)CN2CCOc3ccccc32)cc1OC
    -19.6	-8.1	1.6	-6.0	-17.1	1.7	-2.6	-4.1	3.0
> Cn1c(=O)[nH]c(=O)c2c1nc(Br)n2CCC(=O)c1ccccc1
    7.0	7.2	-3.9	-3.4	-3.9	1.5	0.5	-13.9	nt
> COc1ccc(OCC(O)Cn2c(Nc3cccc(C)c3)nc3c2c(=O)n(C)c(=O)n3C)cc1 (configuration not stated)
    nt	nt	3.7	nt	nt	0.8	-14.0	25.9	-0.1
> CCOC(=O)C1CCN(C(=O)c2ccccc2N(C)S(C)(=O)=O)CC1
    3.1	5.9	-3.1	3.0	-9.5	-6.1	30.4	-10.5	4.5
> O=S(=O)(NCc1ccccc1)c1ccc(S(=O)(=O)N2CCCCC2)cc1
    -0.5	2.8	0.1	4.6	-14.0	0.7	-15.6	11.5	-18.0
> O=C(COc1ccc2c3c(c(=O)oc2c1)CCC3)c1ccc2c(c1)OCO2
    2.1	3.9	-5.2	4.4	-6.8	-1.6	37.7	-4.4	7.7
> COc1cc(C2c3c(-c4cc(Cl)c(C)cc4O)n[nH]c3C(=O)N2Cc2cccnc2)ccc1O (configuration not stated)
    5.9	11.6	0.6	3.2	13.3	-0.8	10.1	7.8	28.7
> C#CCOC(=O)c1ccccc1C(=O)OCC#C
    12.4	10.9	-1.9	9.6	11.7	-2.9	-10.4	-16.1	23.0
> COc1ccc(NS(=O)(=O)c2cc(C)ccc2NC(=O)c2cc(C)oc2C)cc1
    9.2	31.6	-5.5	8.3	-6.4	0.1	3.4	22.8	5.0
> O=C(O)CCC(=O)N1CCc2cc(S(=O)(=O)N3CCN(c4ccc(F)cc4)CC3)ccc21
    -11.9	0.2	-2.3	4.1	0.3	-1.5	15.1	1.8	0.6
> C/C=C(\C)c1nnc(NC(=O)C(C)C)s1
    2.1	-4.4	0.6	5.9	4.7	-3.2	-14.7	-10.0	8.7
> Cc1ccc(N(CC(=O)Nc2ccc(F)cc2)S(=O)(=O)N2CCCC2)cc1
    nt	nt	-5.0	nt	nt	-3.0	9.1	0.0	nt
> O=c1oc2cc(O)ccc2cc1-c1ccc(F)cc1
    1.4	-46.6	-2.6	-75.8	-111.9	14.1	9.3	0.9	-46.5
> Cc1ccc(C2CC(=O)NC(SCC(=O)OCc3ccccc3)=C2C#N)o1 (configuration not stated)
    -0.1	-8.4	-3.7	-12.1	-61.3	0.6	13.0	-5.9	1.5
> O=C(Nc1ccc(N2CCOCC2)c(Cl)c1)c1c(F)c(F)c(F)c(F)c1F
    1.2	-1.9	-1.0	8.8	-9.9	-7.2	4.0	-5.0	8.0
> NC(=O)CCc1c[nH]c2ccccc12
    0.7	-3.7	1.7	-3.7	-15.1	-1.1	-1.0	-8.5	16.7
> COc1ccc(NC(=O)CSc2nc3ccccc3c(=O)n2CCNC(C)=O)cc1
    8.7	9.7	-2.9	2.4	12.1	-0.4	26.4	-10.6	16.0
> Cc1ccccc1NC(=O)Nc1cccs1
    2.4	-9.4	-1.4	-5.6	-58.4	-2.2	19.2	-14.4	-1.7
> CC1(C)CC(=O)C=C(NCC(=O)O)C1
    1.3	-1.4	-0.8	6.2	-12.4	-3.9	-14.7	-20.9	-3.5
> CCCCN(C)C(=O)c1coc(=O)c2ccccc12
    4.0	12.0	0.9	6.1	14.9	-6.0	2.0	-9.5	-2.4
> C=CCn1c(SCCCCCC)nc(O)cc1=O
    nt	nt	-4.8	nt	nt	-1.1	-11.8	3.2	nt
> COc1cc2c(cc1OC)C(c1ccncc1)CC(=O)N2 (configuration not stated)
    -10.8	9.3	-0.5	-5.2	-11.7	0.7	-2.3	-11.4	-1.6
> O=C1C2ON(c3ccccc3)C(c3ccncc3)C2C(=O)N1c1ccc(Br)cc1 (configuration not stated)
    nt	nt	-4.3	nt	nt	-0.8	-5.5	-2.4	nt
> O=S1(=O)CCN2C=C(Br)C=C(Br)C2=N1
    3.6	10.2	nt	6.5	11.9	1.4	4.7	-5.5	-0.9
> Cc1cc(/C=N/n2cnnc2)c(C)n1-c1ccc2c(c1)OCO2
    nt	nt	-4.3	nt	nt	1.9	-11.4	10.7	9.4
> COc1ccc(CCN2C(=O)CC(N3CCN(S(=O)(=O)c4ccccc4)CC3)C2=O)cc1 (configuration not stated)
    6.6	5.7	-3.5	-3.1	5.7	-1.1	17.3	1.4	6.1
> Cc1ccc(-c2cc(C(F)F)n3ncc(C(=O)NCc4ccco4)c3n2)cc1
    -11.1	-27.4	-0.2	-27.3	-91.8	-0.8	16.5	10.1	-8.0
> CC(C)CNC(=O)C1CC(=O)OC12CCCCC2 (configuration not stated)
    5.1	20.6	-1.2	18.7	10.4	-1.8	-5.0	-0.6	7.5
